Bioassay records deposited in PubChem by several laboratories.
bIAP inh = bovine intestinal alkaline phosphatase inhibitors, primary screen, selectivity assay for TNAP inhibitor project, biochemical, bovine IAP, CDP-star luminescence; inhibition, % at 20 µM; alkaline phosphatase, intestinal [Bos taurus]; purified bovine IAP, 30 min; 190,000 tested, under 10 active;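 active = over 50% inhibition of intestinal alkaline phosphatase at 20 µM in the single-dose screen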
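Assay system – bovine IAP enzyme · Quantity – bovine IAP at 1/65,000,000 final dilution · Detection – CDP-star luminescence signal · Times – 30 min reaction at room temperature · Also added – CDP-star substrate at 30 µM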
TNAP act hiacc = TNAP activators at high phosphate acceptor level, primary screen, biochemical, luminescence, uHTS; Alkaline phosphatase, tissue-nonspecific isozyme (Homo sapiens), P05186; activation factor at 20 µM; AID 1136, 2008; 200,000 tested, under 10 active; purified TNAP, CDP-star luminescence, 1 M DEA, 30 min; stronger effect = higher value; 0 = EDTA background, 1 = DMSO-only activity;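 active = activation factor at least 2 at 20 µM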
Target sequence (P05186 whole entry, looked up): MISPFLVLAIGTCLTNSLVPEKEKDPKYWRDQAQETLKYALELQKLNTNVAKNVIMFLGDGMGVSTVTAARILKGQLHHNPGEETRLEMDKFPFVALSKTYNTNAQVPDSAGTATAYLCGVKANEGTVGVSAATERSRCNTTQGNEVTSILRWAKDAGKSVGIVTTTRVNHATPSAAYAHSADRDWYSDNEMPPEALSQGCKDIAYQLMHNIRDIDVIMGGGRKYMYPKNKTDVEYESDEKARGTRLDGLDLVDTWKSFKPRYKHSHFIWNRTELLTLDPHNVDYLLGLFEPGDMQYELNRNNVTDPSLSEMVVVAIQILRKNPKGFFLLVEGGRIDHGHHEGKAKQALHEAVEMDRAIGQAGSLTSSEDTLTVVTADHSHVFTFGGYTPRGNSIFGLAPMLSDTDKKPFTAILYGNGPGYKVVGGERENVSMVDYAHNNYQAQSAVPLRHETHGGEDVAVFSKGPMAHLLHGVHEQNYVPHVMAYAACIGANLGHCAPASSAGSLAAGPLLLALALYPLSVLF
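Control set: EDTA negative control, DMSO positive control / Assay system: human TNAP / Quantity: TNAP 1/800 final / Evaluation: TNAP activation factor scaled between EDTA and DMSO control wells / Measured by: luminescent substrate turnover signal / Compound dosing: one dose, 20 µM / Times: 30 min enzyme reaction at room temperature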
STAT3 blocker = IL-6 driven STAT3 reporter inhibitors, primary screen, U3A cells, luciferase, luminescence, MLSCN library; IL-6 STAT3-luciferase reporter; host cell line lacks STAT1; inhibition, % at 5.5 µM; 190,000 tested, 0.89% active;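 active = inhibition above the mean inhibition across all screened compounds plus 3 SD, cut at about 44% in these data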;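 also: 0% = DMSO only wells and 100% = 100 µM nifuroxazide control wells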
STAT1 inh = STAT1 signaling inhibitors, primary screen, cell-based, HTS, luciferase reporter; NIH 3T3 STAT1-luciferase reporter, IFN-gamma, luminescence; inhibition, % at 5.5 µM; 200,000 tested, 0.35% active; AID 920, 2007;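 active = inhibition above a set limit, the mean inhibition across all tested compounds plus 3 SD, cut at about 34% in these data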;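 also: 0% = IFN-gamma with DMSO and 100% = IFN-gamma with 300 µM nifuroxazide; values of inactives mirror those of a sister screen read the other way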
PPARg SRC-1 ag = PPARgamma agonists recruiting SRC-1 coactivator, primary screen, biochemical. 200,000 tested, 0.41% active. Peroxisome proliferator-activated receptor gamma (Homo sapiens), P37231. activation, % at 8 µM. PPARgamma-SRC-1 coactivator recruitment biochemical assay; in the data active = activation above about 19%;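 also: 0% = DMSO and 100% = reference agonist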
Target sequence (P37231 whole entry, looked up): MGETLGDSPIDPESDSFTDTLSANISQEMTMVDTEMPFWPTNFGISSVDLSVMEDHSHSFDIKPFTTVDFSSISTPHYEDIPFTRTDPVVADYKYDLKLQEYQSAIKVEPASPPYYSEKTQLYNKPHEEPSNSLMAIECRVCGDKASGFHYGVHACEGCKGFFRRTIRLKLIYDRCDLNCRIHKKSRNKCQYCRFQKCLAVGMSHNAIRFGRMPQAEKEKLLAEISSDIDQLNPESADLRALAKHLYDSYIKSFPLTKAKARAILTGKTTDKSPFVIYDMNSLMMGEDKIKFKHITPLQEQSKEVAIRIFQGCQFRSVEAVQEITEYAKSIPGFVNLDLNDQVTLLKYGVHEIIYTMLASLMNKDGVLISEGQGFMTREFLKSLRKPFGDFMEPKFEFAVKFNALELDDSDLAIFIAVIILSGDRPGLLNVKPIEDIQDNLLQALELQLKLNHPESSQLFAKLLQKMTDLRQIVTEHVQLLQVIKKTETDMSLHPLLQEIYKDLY
PPARg SRC3 recr = PPARgamma agonists recruiting SRC-3 coactivator, primary screen, biochemical. Peroxisome proliferator-activated receptor gamma (Homo sapiens), P37231. 200,000 tested, 0.26% active. activation, % at 8 µM. biochemical PPARgamma/SRC-3 coactivator recruitment assay; in the data active = activation above about 23%;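 also: 0% = DMSO and 100% = reference agonist; some compounds past the cut are filed as inactive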
PPARg SRC-2 ag = agonists of PPARg-SRC-2 recruitment, primary screen, biochemical, HTS | activation, % at 8 µM | 200,000 tested, 0.34% active | Peroxisome proliferator-activated receptor gamma (Homo sapiens), P37231 | PPARgamma LBD-SRC-2 recruitment; in the data active = activation above about 22%;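 also: 0% = vehicle and 100% = reference agonist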
ROMK primary = ROMK potassium channel modulators, primary screen, cell-based, thallium flux, MLSMR library; ATP-sensitive inward rectifier potassium channel 1 (Homo sapiens), P48048; Tet-inducible ROMK, thallium flux fluorescence; actives lie on both sides; B-score at 10 µM; 130,000 tested, 2% active; AID 1918, 2009;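 active = signal ratio slope over the read window, or its plate-corrected B-score, at least 3 SD from the plate mean, either direction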;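 also: B-score of the F/F0 ratio slope over 7 to 12 s after thallium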
STAT3 activator = IL-6 driven STAT3 reporter potentiators, primary screen, U3A cells, luciferase, luminescence, MLSCN library; IL-6 STAT3-luciferase reporter; 100% = signal with IL-6 EC80 alone; activation (% of control), % at 5.6 µM; 190,000 tested, 0.91% active; AID 871, 2007;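 active = activation above the screen-wide mean of compound activation plus 3 SD, cut at about 130% in these data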;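 also: 0% = background luminescence of wells with medium and substrate only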
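Material: STAT1-lacking human U3A cells, STAT3 luciferase reporter | Benchmarks: IL-6-only wells as 100% reference | Probe or stimulus: IL-6 (33 ng/mL) | Timing: Compound 1 h, then IL-6 6 h at 37 °C | Detection: Luminescence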
bIAP activator = bovine intestinal alkaline phosphatase activators, primary screen, biochemical, bovine IAP, CDP-star luminescence. 200,000 tested, 0.17% active. purified bovine IAP, 30 min; stronger effect = higher value; fold of DMSO-control signal, blank-subtracted. activation factor at 20 µM. alkaline phosphatase, intestinal [Bos taurus]. AID 1016, 2008;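 active = activation factor of 2 or more at 20 µM, a signal rise over negative controls twice the positive control's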
TR-FRET SRC-2 ct = TR-FRET signal artefacts, primary screen, artefact control for PPARgamma SRC-2 agonist project, biochemical | TR-FRET artefact counter-screen; stronger effect = higher value | TR-FRET ratio at 8 µM | 200,000 tested, 0.4% active; in the data active = TR-FRET ratio above about 2000; also: inactives centre near 1500
Active calls of the source: *; x = no result given. Compounds were not picked by outcome (roughly 3.7% active in at least one column).

SMILES	bIAP inh	TNAP act hiacc	STAT3 blocker	STAT1 inh	PPARg SRC-1 ag	PPARg SRC3 recr	PPARg SRC-2 ag	ROMK primary	STAT3 activator	bIAP activator	TR-FRET SRC-2 ct
CC(NC(=O)COc1ccccc1F)C1CC2CCC1C2 (stereo unspecified)	-4	1	-4	-4	-2	5	11	0.016	108	1	1610
CN(C)/C=C(/C(=O)c1ccc(Cl)cc1)S(C)(=O)=O	-14	1	-3	0	-3	0	-2	-0.42	112	1.1	1608
CC(=O)Nc1nc2ccc(C(=O)NCCOC(=O)C3CCCCC3)cc2s1	13	1.1	5	1	-7	4	1	-0.56	99	0.9	1423
CC(C)Oc1cccc(C(=O)C2CCCN(Cc3ccc(Oc4ncccn4)cc3)C2)c1 (stereo unspecified)	2	1	-2	17	4	-2	-6	x	106	1	1453
O=C1/C(=C/c2cccs2)Sc2ccccc21	7	0.9	-20	2	3	-4	1	x	112	0.9	1584
CC1CC(C)CN(C(=O)COC(=O)c2cc3ccccc3cc2O)C1 (stereo unspecified)	11	1	1	8	0	-2	6	x	104	0.9	1557
COc1ccc(C(=O)NC2CCCCCC2)cc1S(=O)(=O)N1CCCc2ccccc21	13	1.1	11	6	3	5	-4	x	94	0.9	1645
CN(C)c1ccc(-c2nnc(SCC3CCCO3)n2C)cc1 (stereo unspecified)	-13	1.1	-13	-32	1	4	-1	-0.18	114	1.1	1594
O=C(NCCO)c1ccc(Oc2ccc(C(F)(F)F)cc2[N+](=O)[O-])cc1	6	1.1	11	6	-3	0	1	x	92	0.9	1702
COc1cc(NC(=O)c2c(F)c(F)c(F)c(F)c2F)c(OC)cc1Cl	6	1	-15	-11	2	0	9	0.13	115	0.9	1651
O=C(c1cnn2c(C(F)(F)F)cc(-c3ccccc3)nc12)N1CCCCC1c1cccnc1 (stereo unspecified)	-2	1	-4	-1	-6	-3	0	0.89	105	1	1601
CC(=O)O[C@H]1C[C@@]2(C)[C@@H](C[C@@H](O)[C@H]3[C@@]4(C)CC[C@@H](O)[C@@H](C)C4CC[C@@]32C)/C1=C(\CCC=C(C)C)C(=O)O (stereo partly specified)	8	1	7	-1	6	2	2	x	96	0.9	1663
CCc1cc(C(=O)c2ccc(C)cc2)c(NC(=O)CCl)s1	-6	0.9	-11	-5	7	4	5	-0.19	110	1.1	1552
COc1ccc(C2=CC(=O)CC(c3ccc(OC)cc3)C2)cc1 (stereo unspecified)	10	1.1	-2	-6	1	3	-5	0.15	111	0.9	1543
COc1ccc(NC(=O)CN(C)S(=O)(=O)c2cccc3nsnc23)cc1OC	3	1	14	7	8	-3	-2	2.6	91	1	1601
O=C(Nc1ccc(/C=C/c2nc3ccccc3o2)cc1)c1cccc(C(F)(F)F)c1	7	1	33	-27	-4	2	11	x	81	0.9	1727
CC1CC(C)CN(C(=O)Cn2c(=O)n(CCCCC(=O)NCc3ccco3)c(=O)c3ccccc32)C1 (stereo unspecified)	3	1	8	2	0	0	3	x	99	1	1497
CC1Oc2ccccc2N(Cc2ccccc2Cl)C1=O (stereo unspecified)	30	1	-4	-9	5	-1	-8	0.52	107	0.7	1428
Cc1ccc(/C=N/c2sc(Cc3ccccc3)c(C)c2C(N)=O)o1	-1	1	3	9	10	5	10	0.13	97	1	1612
Cn1nc([N+](=O)[O-])nc1Sc1nnc(-c2ccccc2)o1	7	1.1	3	10	2	3	4	-1.4	97	0.9	1602
CCOc1ccc(-c2nnn(CC(=O)NCc3ccc(F)cc3)n2)cc1OCC	1	1	5	-10	-2	-6	-2	0.0091	103	1	1375
N/C(=N\OC(=O)CCCOc1ccc(Cl)cc1Cl)c1ccccn1	1	1	9	3	6	3	0	-0.43	99	1	1459
COc1cccc(OC)c1C(=O)NC(=S)Nc1ccc2c(c1)Cc1ccccc1-2	3	1	-55	0	6	-13	-3	x	150*	1	1625
C[C@@H]1CN=C2N(CCNC(=O)CCC3CCCCC3)[C@H](Cc3ccc(O)cc3)CN21	-2	1	x	5	4	2	15	x	x	1	1580
O=C(Cn1c(C(F)(F)F)nc2ccccc21)c1ccccc1	3	1	10	-1	-10	-2	-11	-0.49	98	1	1308
O=C1C2C3C=CC(C3)C2C(=O)N1CNc1ccccc1 (stereo unspecified)	10	1	4	10	-3	-1	9	0.78	97	0.9	1700
COc1ccc(Cc2nc(-c3ccccc3)no2)cc1	18	1	-1	-3	3	-5	8	x	105	0.8	1499
O=C(c1ccc(S(=O)(=O)NCC2CCCO2)cc1)N1CCN(c2ccccc2)CC1 (stereo unspecified)	-15	1	7	2	4	0	-2	x	100	1.2	1671
CCOC(=O)Cc1c(C)nc2c(C#N)c(C)nn2c1C	7	1	0	-3	-4	2	-3	x	104	0.9	1541
CCOc1ccc2nc(NC(=O)c3cccnc3)sc2c1	8	1	-2	-37	4	2	-1	0.19	106	0.9	1563

At a glance, part of the list above.
SMILES	bIAP inh	TNAP act hiacc	STAT3 blocker	STAT1 inh	PPARg SRC-1 ag	PPARg SRC3 recr	PPARg SRC-2 ag	ROMK primary	STAT3 activator	bIAP activator	TR-FRET SRC-2 ct
CC1Oc2ccccc2N(Cc2ccccc2Cl)C1=O (stereo unspecified)	30	1	-4	-9	5	-1	-8	0.52	107	0.7	1428
Cc1ccc(/C=N/c2sc(Cc3ccccc3)c(C)c2C(N)=O)o1	-1	1	3	9	10	5	10	0.13	97	1	1612
Cn1nc([N+](=O)[O-])nc1Sc1nnc(-c2ccccc2)o1	7	1.1	3	10	2	3	4	-1.4	97	0.9	1602
CCOc1ccc(-c2nnn(CC(=O)NCc3ccc(F)cc3)n2)cc1OCC	1	1	5	-10	-2	-6	-2	0.0091	103	1	1375
N/C(=N\OC(=O)CCCOc1ccc(Cl)cc1Cl)c1ccccn1	1	1	9	3	6	3	0	-0.43	99	1	1459
COc1cccc(OC)c1C(=O)NC(=S)Nc1ccc2c(c1)Cc1ccccc1-2	3	1	-55	0	6	-13	-3	x	150*	1	1625
C[C@@H]1CN=C2N(CCNC(=O)CCC3CCCCC3)[C@H](Cc3ccc(O)cc3)CN21	-2	1	x	5	4	2	15	x	x	1	1580
O=C(Cn1c(C(F)(F)F)nc2ccccc21)c1ccccc1	3	1	10	-1	-10	-2	-11	-0.49	98	1	1308
O=C1C2C3C=CC(C3)C2C(=O)N1CNc1ccccc1 (stereo unspecified)	10	1	4	10	-3	-1	9	0.78	97	0.9	1700
COc1ccc(Cc2nc(-c3ccccc3)no2)cc1	18	1	-1	-3	3	-5	8	x	105	0.8	1499
O=C(c1ccc(S(=O)(=O)NCC2CCCO2)cc1)N1CCN(c2ccccc2)CC1 (stereo unspecified)	-15	1	7	2	4	0	-2	x	100	1.2	1671
CCOC(=O)Cc1c(C)nc2c(C#N)c(C)nn2c1C	7	1	0	-3	-4	2	-3	x	104	0.9	1541
CCOc1ccc2nc(NC(=O)c3cccnc3)sc2c1	8	1	-2	-37	4	2	-1	0.19	106	0.9	1563

Other results:
SMILES	bIAP inh	TNAP act hiacc	STAT3 blocker	STAT1 inh	PPARg SRC-1 ag	PPARg SRC3 recr	PPARg SRC-2 ag	ROMK primary	STAT3 activator	bIAP activator	TR-FRET SRC-2 ct
CCOc1cc(NC(=O)C2CCCO2)c(OCC)cc1NC(C)=O (stereo unspecified)	-7	1.1	2	0	2	9	13	x	101	1.1	1570
COC(=O)C1=C(Nc2ccc(C)cc2)C=C(C)C(C(=O)OC)C1c1cccc(OC)c1 (stereo unspecified)	-4	1	-2	5	3	4	9	-1.4	105	1	1506
Cc1c(C(=O)OCC(=O)N(C)c2ccccc2)cccc1[N+](=O)[O-]	6	1	14	3	1	-2	6	-0.55	94	0.9	1615
O=C(CN1CCCCC1)Nc1ccc(S(=O)(=O)N2CCOCC2)cc1	0	1	1	1	3	3	5	-0.38	97	1	1538
COc1cccc2c(=O)c(C/C=C(/C)Cl)c(C)[nH]c12	29	1	11	-3	4	9	7	x	95	0.7	1516
Cc1ccc(C(=O)Nc2nccs2)cc1	-3	1	-54	-6	-2	3	2	0.24	144*	1	1791
c1coc(CN2CN=C(Nc3nc4ccccc4s3)NC2)c1	2	1	6	-7	-3	-11	0	x	97	1	1540
COC(=O)c1ccc(NC(=O)CCOc2ccccc2)cc1	-5	1.1	8	-12	-1	-2	-12	-0.31	95	1.1	1367
CCOC(=O)N1CCC(=NNC(=O)Cn2ccc(C(F)(F)F)n2)CC1	9	1	6	-2	4	7	-3	0.36	99	0.9	1705
OCC1(Cc2ccccc2)CCCN(Cc2cn[nH]c2-c2ccccc2)C1 (stereo unspecified)	-21	1	7	-5	8	0	-6	-0.0023	99	1.2	1648
CN(C)CCCNC(=O)CC(c1ccccc1)c1ccccc1O (stereo unspecified)	3	1	6	-3	3	0	0	x	99	1	1479
CCOC(=O)Nc1nnc(-c2ccc(OC)cc2)s1	4	1	18	0	5	1	9	0.031	90	1	1560
COc1ccc(-n2c(=S)[nH]c3c(oc4ccccc43)c2=O)cc1	0	1	-11	-3	10	10	0	0.012	107	1	1769
O=C(Nc1cn(-c2ccccc2)nc1-c1cccs1)c1ccco1	5	1.1	24	3	-1	5	5	x	88	1	1476
CCC1=C(C(=O)OC)C(c2cc(OC)ccc2OC)C(C#N)=C(N)O1 (stereo unspecified)	2	1	-1	1	7	2	2	-0.023	104	1	1607
Cc1nn(-c2ccccn2)c2c1-c1nc(N)ncc1CC2	8	1	1	-38	1	10	0	x	100	0.9	1459
c1ccc2c(c1)[nH]c1c(NCC3CCCO3)ncnc12 (stereo unspecified)	4	1	5	27	7	12	-2	x	99	1	1537
